Source: PubChem (several laboratories)
KCNK9 inh: blocks the human KCNK9 two-pore domain potassium channel; Q9NPC2; HEK293 KCNK9, FluxOR thallium flux fluorescence; stronger effect = lower value; B-score at 10 µM; 1.2% of 310,000 active; AID 488922;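 active means ratio B-score over 3 SD below the library mean, with starting fluorescence within 5 SD of its mean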;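 further: negative B-score means less thallium flux so channel inhibition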
KCNQ1 block: inhibitors of human KCNQ1 potassium channel. CHO-K1 KCNQ1, FluxOR thallium flux fluorescence; stronger effect = higher value. AID 2642. 1.3% of 310,000 active. B-score at 10 µM;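 active means compounds whose thallium flux B-score, printed positive for inhibition, exceeds three library SD while starting fluorescence stays within three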;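 further: channel opened by potassium depolarization with thallium stimulus after 20 min compound exposure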
Dyrk1A ADPGlo: Dyrk1A (rat) kinase inhibition; ADP-Glo luminescence, NFATc1 peptide; inhibition, % at 12.5 µM; 0.43% of 310,000 active; Q63470; in the data active means inhibition above about 50%;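 further: plate controls were vehicle with enzyme for no effect and no enzyme for full effect; many of its hits are not listed in these tables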
GSK3B inh: inhibitors of human GSK3beta kinase | P49841 | 0.038% of 300,000 active | GST-GSK3beta kinase, ADP-Glo luminescence, 60 min; stronger effect = lower value | activity score (negative = inhibition), % at 10 µM;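 active means more than half of replicate wells score below -50%, meaning over 50% inhibition versus plate controls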;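 further: 0% = median DMSO wells and -100% = median GW8510 positive control wells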
Target sequence (P49841 whole entry, looked up): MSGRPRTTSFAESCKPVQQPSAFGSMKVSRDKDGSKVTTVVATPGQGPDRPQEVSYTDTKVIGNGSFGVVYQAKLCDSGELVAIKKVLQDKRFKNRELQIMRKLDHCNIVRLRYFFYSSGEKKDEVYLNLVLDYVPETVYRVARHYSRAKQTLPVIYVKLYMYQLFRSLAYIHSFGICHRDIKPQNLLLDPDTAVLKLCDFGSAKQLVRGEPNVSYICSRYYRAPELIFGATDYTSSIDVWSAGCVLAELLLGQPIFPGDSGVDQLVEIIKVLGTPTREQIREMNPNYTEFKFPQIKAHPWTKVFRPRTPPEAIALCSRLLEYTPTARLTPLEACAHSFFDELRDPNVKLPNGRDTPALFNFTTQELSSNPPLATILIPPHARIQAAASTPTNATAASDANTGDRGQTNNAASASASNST
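Assay system: GST-fused GSK3beta enzyme, cell-free / Medium: Tris pH 7.5 buffer with MgCl2, DTT, BSA, heparin / Also added: peptide substrate plus 25 µM ATP (final) / Compound: 10 µM single point / Timing: kinase reaction with compound 60 min at room temperature / Detection: ADP-Glo luminescence / Benchmarks: DMSO neutral wells and GW8510 at 20 µM as positive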
KCNK3 block: human KCNK3 channel inhibition, primary screen | 0.84% of 340,000 active | AID 602410 | B-score at 10 µM | CHO-KCNK3 thallium flux, FluxOR fluorescence; stronger effect = lower value;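 active means B-score under library mean minus 4 SD, starting fluorescence ratio at most library mean plus 5 SD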;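 further: more negative B-score means stronger inhibition of thallium flux through KCNK3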
GSK3 alpha inh: blocks human GSK-3 alpha kinase; 0.1% of 320,000 active; AID 2650; ADP-Glo luminescence, 60 min; inhibition, % at 10 µM; P49840;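 in the data active means inhibition above about 50%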;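 further: GST-tagged GSK-3 alpha with peptide substrate and 25 µM ATP; 0% = DMSO neutral wells and 100% = GW8510 positive control wells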
Target sequence (P49840 whole entry, looked up): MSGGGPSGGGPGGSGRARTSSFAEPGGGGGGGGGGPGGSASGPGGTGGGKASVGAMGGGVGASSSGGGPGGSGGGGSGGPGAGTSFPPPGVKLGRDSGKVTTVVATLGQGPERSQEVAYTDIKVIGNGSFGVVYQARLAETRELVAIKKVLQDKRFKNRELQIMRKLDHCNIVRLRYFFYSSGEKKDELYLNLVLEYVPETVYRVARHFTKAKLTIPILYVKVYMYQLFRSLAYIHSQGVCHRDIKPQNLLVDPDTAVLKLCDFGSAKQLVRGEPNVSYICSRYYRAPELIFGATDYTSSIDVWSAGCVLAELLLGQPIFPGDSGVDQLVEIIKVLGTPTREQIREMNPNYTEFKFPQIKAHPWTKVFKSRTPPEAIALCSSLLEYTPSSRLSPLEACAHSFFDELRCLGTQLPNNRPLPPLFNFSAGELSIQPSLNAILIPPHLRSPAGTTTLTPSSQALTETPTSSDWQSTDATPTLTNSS
PolyA inh: inhibitors of polyadenylation in S. cerevisiae | S. cerevisiae SKY197-pL101 polyadenylation reporter, beta-gal luminescence; efflux-impaired pdr1/pdr3 knockout yeast; score 100 = 6 SD above DMSO | calls only at 12 µM | 0.02% of 300,000 active | AID 1875;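 active means lowest replicate activity score at least 50, where 100 means six control SD above control mean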;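 further: yeast exposed to compound for 9 h at 30 °C; higher score means more reporter readthrough which indicates perturbed polyadenylation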
hERG protect: compounds protecting human hERG from proarrhythmic drug block; activation (rescue from dofetilide block), less the hit threshold, % at 10 µM; 0.51% of 310,000 active; CHO-hERG, FluxOR thallium flux, dofetilide IC70 present; Q12809;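 active means activation above the mean of controls blocked by dofetilide plus 5 SD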;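 further: thallium influx through hERG after potassium depolarization seen as dye fluorescence rise; in these data hits start at about 4.7%; inactives centre near -7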
RGS4 block: human RGS4 inhibition | B-score at 10 µM | 0.45% of 310,000 active | P49798 | HEK293 M3R/RGS4 inducible, Fluo-4 calcium flux; stronger effect = higher value; triggered by carbachol at its EC20;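 active means B-score, a plate-corrected calcium signal, over three deviations above library mean, with baseline fluorescence within five deviations of library mean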;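 further: RGS4 expression induced by doxycycline in cells with stable M3 receptor; B-score is computed from the integrated fluorescence ratio over baseline after carbachol; higher B-score means a larger calcium signal and so more RGS4 inhibition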
Target sequence (P49798 whole entry, looked up): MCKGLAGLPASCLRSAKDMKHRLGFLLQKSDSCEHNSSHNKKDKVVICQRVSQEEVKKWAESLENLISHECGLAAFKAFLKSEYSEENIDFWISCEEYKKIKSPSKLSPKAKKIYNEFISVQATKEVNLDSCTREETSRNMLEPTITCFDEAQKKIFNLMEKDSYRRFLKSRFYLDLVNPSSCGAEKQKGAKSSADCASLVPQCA
RGS4 act: potentiators or activators of RGS4. HEK293 M3R/inducible RGS4, carbachol calcium flux Fluo4; stronger effect = lower value. B-score at 10 µM. 0.92% of 310,000 active. AID 463111;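 active means B-score of the integrated calcium signal more than 4 SD below the library mean, with starting fluorescence not abnormally high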;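 further: negative B-score means reduced calcium response which marks RGS4 activation or potentiation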
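test system = M3R-expressing HEK293 line, RGS4 induced by doxycycline | probe or stimulus = carbachol at ECmax as muscarinic agonist stimulus | timing = dye loading 30 min 37 °C, buffer rest 30 min RT | signal = calcium dye Fluo4 fluorescence | evaluation = B score from integrated fluorescence ratio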
KCNQ1 pot: potentiators or activators of human KCNQ1 potassium channel; P51787; CHO-K1 KCNQ1, thallium flux FluxOR fluorescence; stronger effect = higher value; B-score at 10 µM; 0.35% of 310,000 active; AID 2648;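 active means fluorescence ratio B-score, a plate-corrected score, at least three library SD, with initial intensity B-score within 5 SD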
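Schedule – 37 °C overnight plating, 90-min dark dye load, 20-min compound pretreatment · System – stable KCNQ1 CHO-K1 line · Probe or stimulus – thallium- and potassium-containing depolarizing buffer · Measured by – kinetic FluxOR fluorescence, 10 s baseline plus 110 s post-stimulus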
Numbers without * were called inactive; i = inactive; . = not tested or not shown. The list is partial, so the mix of outcomes need not match the whole.

SMILES	KCNK9 inh	KCNQ1 block	Dyrk1A ADPGlo	GSK3B inh	KCNK3 block	GSK3 alpha inh	PolyA inh	hERG protect	RGS4 block	RGS4 act	KCNQ1 pot
CC(C)CC(=O)c1c[nH]c(C(=O)NCc2ccccc2)c1	i	i	-7	-3	i	0	i	-2	i	i	i
COc1ccc(CC(=O)N/N=C(/C)CC(=O)N(C)c2ccccc2)cc1	i	i	-3	2	i	-1	i	-9	i	i	i
C=CCN1C(=O)/C(=C/c2ccc(O)c(OC)c2)S/C1=N/c1nccs1	i	i	7	2	i	-4	i	-7	i	i	i
COCCn1c(SCC#N)nnc1-c1ccc2c(c1)OCO2	i	i	2	1	i	.	i	1	i	i	i
CCC(C)c1ccc(O)c(NC(=O)c2ncn[nH]2)c1 (stereo not given)	i	i	-3	-1	i	1	i	1	i	i	i
O=C(CSc1nnc(-c2cccnc2)n1-c1ccccc1)Nc1ccccn1	i	i	-3	.	i	1	i	-5	i	i	i
O=C(c1cc([N+](=O)[O-])ccc1N1CCCC1)N1CCCCC1	i	i	-5	-4	i	-1	i	-10	i	i	i
O=C(NCc1ccco1)C1CC(=O)N(c2ccc(O)cc2)C1 (stereo not given)	i	i	6	-1	i	1	i	-6	i	i	i
O=C(O)CCNc1nc(C(F)(F)F)nc2ccccc12	i	i	-4	-2	i	1	i	1	i	i	i
Cc1cc([N+](=O)[O-])nn1Cc1ccc(C(=O)N/N=C/c2ccc(O)cc2O)cc1	i	i	8	0	i	0	i	-10	i	i	i
COc1cccc(CNc2ccc3[nH]c(=O)[nH]c3c2)c1OCc1ccccc1	i	i	-3	2	i	1	i	-15	i	i	i
O=C(NCc1ccccc1)N1CCN(c2ccccc2)CC1	i	i	.	2	i	0	i	-8	i	i	i
Cc1cccc(C)c1OCC(O)Cn1nnc2ccccc21 (stereo not given)	i	i	5	2	i	0	i	-11	i	i	i
CCCN1CCN(S(=O)(=O)c2ccc3c(c2)CC(C)N3C(=O)C2CC2)CC1 (stereo not given)	i	i	1	1	i	0	i	-5	i	i	i
COC(=O)[C@H](C)NC(=O)/C=C/c1ccc(OC)cc1	i	i	-1	2	i	-1	i	-8	i	i	i
COc1ccc(OCC(=O)N2CCN(C(=O)c3cccc4ccccc34)CC2)cc1	i	i	-1	1	i	-2	i	-6	i	i	i
CCCOCCc1nnc(N)s1	i	i	-6	1	i	-2	i	-4	i	i	i
COc1ccc(C(=O)N2CCN(C(=O)c3ccco3)CC2)cc1OC	i	i	-7	5	i	0	i	-10	i	i	i
Cc1onc(-c2c(F)cccc2Cl)c1C(=O)NCCN1CCNC1=O	i	i	9	2	i	0	i	-8	i	i	i
Cc1ccc(NC2CCCN(C(=O)c3snnc3C)C2)cc1C (stereo not given)	i	i	-1	4	i	-1	i	-5	i	i	i
COc1ccc(C(=O)NCc2ccccn2)cc1[N+](=O)[O-]	i	i	4	-3	i	-1	i	-4	i	i	i
O=c1c2ccccc2nnn1CSc1nnc(-c2ccc3c(c2)OCO3)o1	i	i	56*	-24	i	44	i	-11	i	i	i
O=c1[nH]c(=S)c2c(n1-c1ccccc1)CCC2	i	i	1	0	i	-2	i	2	i	i	i
Nc1c(C(=O)N/N=C/c2ccc(F)cc2)oc2nc(-c3ccccc3)cc(-c3ccco3)c12	i	i	.	2	i	3	i	-3	i	i	i
O=C1CC(N(CCc2ccccc2)C(=S)Nc2cc(Cl)ccc2Cl)C(=O)N1c1c(Cl)cccc1Cl (stereo not given)	-9.6*	i	1	0	i	-2	.	-4	i	i	i
(list continues)
SMILES	KCNK9 inh	KCNQ1 block	Dyrk1A ADPGlo	GSK3B inh	KCNK3 block	GSK3 alpha inh	PolyA inh	hERG protect	RGS4 block	RGS4 act	KCNQ1 pot
O=C(Nc1ccc(CN2CCCCC2)cc1)c1sc2ccccc2c1Cl	i	i	-6	-1	i	4	i	-14	i	i	i
CCn1cc(C(=O)NCCc2ccccc2C)c(=O)c2ccc(C)nc21	i	i	2	1	i	-1	i	-4	i	i	i
O=C(NCCCn1ccnc1)c1ccc(NS(=O)(=O)c2ccc(Cl)c(Cl)c2)cc1	i	i	-1	1	i	-1	i	-16	i	i	i
Cc1cc(C)n2nc(-c3ccccc3)cc2n1	i	i	0	0	i	0	i	-11	i	i	i
O=C(CSC(=S)N1CCCCC1)c1ccccc1	i	i	0	-1	i	-2	i	-10	i	i	i
O=C(COC(=O)c1ccncc1)Nc1ccccc1	i	i	-3	-1	i	-2	i	-12	i	i	i
CC(C)NCC(O)COc1ccc(Br)cc1 (stereo not given)	i	i	-5	0	i	-23	i	-15	i	i	i
CCNC(=O)C(=O)Nc1ccc([N+](=O)[O-])cc1	i	i	-5	-22	i	-2	i	-6	i	i	i
COc1ccccc1N1C(=O)c2ccc(C(=O)Nc3nccs3)cc2C1=O	i	i	-3	-4	i	0	i	-2	i	i	i
CCN(CC)CCCNC(=O)/C(=C\c1cccn1C)NC(=O)c1cccs1	i	i	-3	-11	i	-2	i	-5	i	i	i
CCC(C)Oc1ccc(/C=C/c2[nH]c(=O)[nH]c(=O)c2[N+](=O)[O-])cc1OC (stereo not given)	i	i	-18	-4	i	2	i	-7	5.6*	i	i
CCOC(=O)C1CCN(C/C=C/c2ccccc2)CC1	i	i	-5	-1	i	-2	i	-5	i	i	i
CCn1c(SCC(=O)N2c3ccccc3CCc3ccccc32)nc2c1c(=O)n(C)c(=O)n2C	i	i	3	2	i	-1	i	-11	i	i	i
CC(Oc1ccc(F)cc1)C(=O)Nc1cc(S(=O)(=O)N2CCOCC2)ccc1N1CCN(C)CC1 (stereo not given)	i	i	2	-3	i	-2	i	-12	i	i	i
Cn1cc(C(=O)NC2C3CC4CC(C3)CC2C4)cn1 (stereo not given)	i	i	-7	2	i	-2	i	-8	i	i	i
Cc1cc(C)n(CCNC(=O)c2cc(COc3ccc(F)cc3Cl)on2)n1	i	i	2	2	i	-1	i	-12	i	i	i
O=C(Nc1ccccc1N1CCN(C(=O)c2ccccc2)CC1)c1ccccc1Cl	i	i	-4	-7	i	1	i	-12	i	i	i
CCN(CC(=O)Nc1cc(Cl)ccc1C)C(=O)CN1C(=O)NC(CC)(c2ccccc2)C1=O (stereo not given)	i	i	-6	2	i	.	i	-5	i	i	i
CN(C)C(=O)NC1c2ccccc2-c2ccccc21	i	i	16	5	i	1	i	-2	i	i	i
COc1ccc(NS(=O)(=O)c2cccc(C(=O)NNC(=O)CN3C(=O)NC(C)(C)C3=O)c2)cc1	i	i	-12	-3	i	-1	i	-14	i	i	i
O=C(CSCC(=O)Nc1cccc([N+](=O)[O-])c1)Nc1ccccc1	i	i	3	-23	i	-3	i	-7	i	i	i
CCCCOc1ccc(-c2nc(=S)[nH][nH]2)cc1	i	i	-4	-1	i	-2	i	-1	i	i	i
CC1CCCCN1C(=O)COc1ccc(NC(=O)c2ccco2)cc1 (stereo not given)	i	i	5	5	i	1	.	-9	i	i	i
CC12CCC(=O)N1C(C(=O)OCC(=O)Nc1cccc(Br)c1)CS2 (stereo not given)	i	i	.	-3	i	1	i	-13	i	i	i
CC(=O)Nc1ccc(C(=O)NCCCSc2ccccc2)cc1	i	i	.	-1	i	0	i	-1	i	i	i

Dyrk1A ADPGlo, hit marks shown above.
SMILES,KCNK9 inh,KCNQ1 block,Dyrk1A ADPGlo,GSK3B inh,KCNK3 block,GSK3 alpha inh,PolyA inh,RGS4 block,KCNQ1 pot
O=c1c2ccccc2nnn1CSc1nnc(-c2ccc3c(c2)OCO3)o1,i,i,56*,-24,i,44,i,i,i

Part of the list above in another layout.
Every second line gives: KCNK9 inh, KCNQ1 block, Dyrk1A ADPGlo, GSK3B inh, KCNK3 block, GSK3 alpha inh, PolyA inh, hERG protect, RGS4 block, RGS4 act, KCNQ1 pot
O=C(O)CCNc1nc(C(F)(F)F)nc2ccccc12
  i, i, -4, -2, i, 1, i, 1, i, i, i
COC(=O)[C@H](C)NC(=O)/C=C/c1ccc(OC)cc1
  i, i, -1, 2, i, -1, i, -8, i, i, i
O=C(CSc1nnc(-c2cccnc2)n1-c1ccccc1)Nc1ccccn1
  i, i, -3, ., i, 1, i, -5, i, i, i

(more compounds)
SMILES	KCNK9 inh	KCNQ1 block	Dyrk1A ADPGlo	GSK3B inh	KCNK3 block	GSK3 alpha inh	PolyA inh	hERG protect	RGS4 block	RGS4 act	KCNQ1 pot
COc1ccc(-c2cc(C(=O)N/N=C/c3cccnc3)c3cc(C)cc(C)c3n2)cc1	i	i	-3	5	i	-2	i	-10	i	i	i
CCOc1cc(S(=O)(=O)N2CCOCC2)ccc1F	i	i	.	1	i	1	i	-3	i	i	i
COc1ccc(S(=O)(=O)NCC(=O)NCCc2ccc(OC)c(OC)c2)cc1	i	i	.	-1	i	-1	i	-8	i	i	i
CCOc1ccccc1NC(=O)CCCc1ccc(OC)c(C)c1	i	i	.	-1	i	-1	i	-6	i	i	i
Cc1cccc(NC(=O)c2ccc(COc3ccc4ccccc4c3)o2)n1	i	i	-2	-1	i	2	i	-3	i	i	i
CC(=O)N1c2ccccc2C(C)CC12CCCCC2 (stereo not given)	i	i	1	1	i	-3	i	-9	i	-7.8*	i
COc1ccc(C(=O)NC(=S)Nc2cc(C)ccn2)cc1[N+](=O)[O-]	i	i	-8	0	i	-7	i	-4	i	i	i
CN(CC(=O)Nc1ccccc1Cl)C(=O)COC(=O)c1cc(S(=O)(=O)N(C)C)ccc1N1CCCC1	i	i	1	6	i	-2	i	-12	i	i	i
Cc1ccc2c(c1)cc(CN(C(=O)N1CCOCC1)C1CCCC1)c1nnnn12	i	i	1	-23	i	1	i	-6	i	i	i
Cc1cc(=O)c2n(Cc3ccccc3Cl)nc[n+]2[nH]1	i	i	-4	-3	i	-3	i	-7	i	i	i
O=[N+]([O-])c1cc(N=Nc2ccc3ccccc3c2)ccc1O	i	i	0	-3	i	0	i	-5	i	i	i
COc1ccc(S(=O)(=O)NCc2cccnc2)cc1C(=O)N1CCCCC1	i	i	-1	-8	i	-3	i	-4	i	i	i
Cc1ccc(CN(CC(=O)NCC2CCCO2)S(=O)(=O)c2ccc(C)cc2)cc1 (stereo not given)	i	i	7	2	i	-2	i	-4	i	i	i
